Source: PubChem (Broad Institute)
GASC1 inh = KDM4C (human) demethylase inhibition; GST-KDM4C 2-372, H3K9me3 peptide, LANCE TR-FRET; Q9H3R0; 96,000 tested, 0.15% active; inhibition, % at 12.5 µM;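 active means mean replicate inhibition above about 25%, with at least 55% of replicates also reaching it, limit read from the data, passing the limit was not always enough; inconclusive means only one of those two conditions met; inactive means neither condition met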
Target sequence (Q9H3R0 2-372 limits assumed): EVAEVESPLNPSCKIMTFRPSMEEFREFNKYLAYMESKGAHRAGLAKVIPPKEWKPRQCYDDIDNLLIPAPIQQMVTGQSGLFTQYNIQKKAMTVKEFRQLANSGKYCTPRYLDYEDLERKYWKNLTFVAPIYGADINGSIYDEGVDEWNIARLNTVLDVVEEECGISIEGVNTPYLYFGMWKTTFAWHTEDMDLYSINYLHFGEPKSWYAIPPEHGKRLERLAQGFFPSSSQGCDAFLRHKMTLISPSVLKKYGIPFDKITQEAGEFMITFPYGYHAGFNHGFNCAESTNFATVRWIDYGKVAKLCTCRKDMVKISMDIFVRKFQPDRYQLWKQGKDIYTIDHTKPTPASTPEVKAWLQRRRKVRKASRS
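System: N-terminal GST-fused human GASC-1 (KDM4C) fragment, residues 2-372; amount: enzyme final amount 10 nM; incubation: reaction 30 min RT, detection step 1 h RT; medium: HEPES buffer, pH 7.5, plus ascorbate; technique: LANCE TR-FRET, Eu antibody, ULight-streptavidin, EDTA, ex 340 nm, em 618/671 nm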
C diff growth = blocks growth of Clostridium difficile; Clostridium difficile clinical isolate growth, OD600, 24 h; active compounds read low; growth activity, negative = inhibition, % at 16 µg/mL (by protocol); 86,000 tested, 0.25% active;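 active means mean growth activity at or below -80% and every replicate also at or below -80%; inconclusive means mean at or below -80% but some replicate above -80%; inactive means mean growth activity above -80%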;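 further: 0% = DMSO wells and -100% = levofloxacin 16 µg/mL wells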
Pf Dd2 growth = inhibitors of Plasmodium falciparum Dd2 growth; P. falciparum Dd2 growth, SYBR Green, 72 h; active compounds read low; activity change, % at 10 µM; 94,000 tested, 2.3% active; in the data active means activity change below about -80%; inconclusive means no clear call, values can overlap the other calls
Tcruzi prolif = inhibitors of T. cruzi proliferation; 77,000 tested, 5.9% active; T. cruzi beta-gal in NIH3T3, GalScreen luminescence, 90 h; AID 624255; inhibition, % at 8.34 µM;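 active means mean inhibition above about 93%, with at least 55% of replicates each passing it, limit read from the data, passing the limit was not always enough; inconclusive means only one of those two conditions holds; inactive means neither condition holds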
* hit, by the source's call; ? = inconclusive; / = no result given.

nr	structure	GASC1 inh	C diff growth	Pf Dd2 growth	Tcruzi prolif
1	O=C(c1ccc(F)cc1)N1CCCCN2[C@H](CO)[C@H](c3ccc(/C=C/c4ccccc4)cc3)[C@@H]2C1	-1.5	9	-18	111*
2	O=C(Nc1ccccc1F)N1C[C@H]2[C@@H](c3ccccc31)[C@@H](CO)N2C(=O)c1ccccn1	2.4	7	7	12
3	C[C@H]1CCCCO[C@@H](CN(C)C(=O)Cc2ccccc2)[C@@H](C)CN([C@@H](C)CO)C(=O)c2cc(NC(=O)c3ccccc3)ccc2O1	9.1	-12	-74	34
4	C[C@@H]1CN([C@H](C)CO)C(=O)c2cc(NS(C)(=O)=O)ccc2O[C@@H](C)CCCCO[C@@H]1CN(C)Cc1ccccc1	0.9	3	-41	-29
5	COCC#Cc1ccc2c(c1)O[C@@H](CN(C)Cc1ccccc1F)[C@H](C)CN([C@H](C)CO)S2(=O)=O	-0.3	1	-57	14
6	CC(C)C#Cc1cnc2c(c1)C(=O)N([C@@H](C)CO)C[C@H](C)[C@@H](CN(C)C(=O)c1ccccc1F)O2	/	-3	-30	63
7	C[C@H]1CN([C@@H](C)CO)C(=O)c2cccc(NS(=O)(=O)c3ccc(Cl)cc3)c2O[C@H]1CN(C)C(=O)Nc1ccccc1	-1.7	5	5	59
8	C[C@H](CO)N1C[C@H](C)[C@H](CN(C)C(=O)NC2CCCCC2)Oc2ccc(NC(=O)Cc3cn(C)c4ccccc34)cc2CC1=O	0.3	2	-25	-3
9	Cc1noc(C)c1NC(=O)N(C)C[C@H]1Oc2ccc(NC(=O)CCN3CCOCC3)cc2CC(=O)N([C@H](C)CO)C[C@H]1C	1.9	4	-1	3
10	C[C@H](CO)N1C[C@H](C)[C@@H](CN(C)C(=O)C2CC2)Oc2cc(Br)ccc2S1(=O)=O	-1.0	-2	4	/
11	C[C@H](CO)N1C[C@H](C)[C@H](CN(C)S(=O)(=O)c2cccs2)OCc2cn(nn2)CCCC1=O	0.3	/	19	5
12	C[C@@H]1CN([C@@H](C)CO)C(=O)c2ccccc2-c2ccccc2CO[C@@H]1CN(C)S(=O)(=O)c1cccc(F)c1	-0.5	3	-72	-22
13	COc1ccc(C(=O)N2C[C@@H]3[C@H](c4ccccc42)[C@H](CO)N3Cc2ccccc2)cc1	-2.4	-2	-5	46
14	C[C@@H]1CN([C@@H](C)CO)C(=O)c2cc(NS(=O)(=O)c3cccs3)ccc2O[C@@H](C)CCCCO[C@@H]1CN(C)C(=O)CCCN(C)C	0.4	10	42	-30
15	CC(C)NC(=O)N(C)C[C@@H]1Oc2ccc(NS(=O)(=O)c3ccc(F)cc3)cc2CC(=O)N([C@H](C)CO)C[C@H]1C	-1.5	-3	25	98
16	C[C@@H]1CN([C@H](C)CO)C(=O)c2cccc(NC(=O)c3nc4ccccc4s3)c2O[C@H]1CN(C)S(=O)(=O)c1ccc(Cl)cc1	0.7	14	-70	56

In a second layout: entries from further up
Values run as follows: GASC1 inh | C diff growth | Pf Dd2 growth | Tcruzi prolif
[4] C[C@@H]1CN([C@H](C)CO)C(=O)c2cc(NS(C)(=O)=O)ccc2O[C@@H](C)CCCCO[C@@H]1CN(C)Cc1ccccc1
 : 0.9 | 3 | -41 | -29
[5] COCC#Cc1ccc2c(c1)O[C@@H](CN(C)Cc1ccccc1F)[C@H](C)CN([C@H](C)CO)S2(=O)=O
 : -0.3 | 1 | -57 | 14
[6] CC(C)C#Cc1cnc2c(c1)C(=O)N([C@@H](C)CO)C[C@H](C)[C@@H](CN(C)C(=O)c1ccccc1F)O2
 : / | -3 | -30 | 63
[7] C[C@H]1CN([C@@H](C)CO)C(=O)c2cccc(NS(=O)(=O)c3ccc(Cl)cc3)c2O[C@H]1CN(C)C(=O)Nc1ccccc1
 : -1.7 | 5 | 5 | 59
[8] C[C@H](CO)N1C[C@H](C)[C@H](CN(C)C(=O)NC2CCCCC2)Oc2ccc(NC(=O)Cc3cn(C)c4ccccc34)cc2CC1=O
 : 0.3 | 2 | -25 | -3
[9] Cc1noc(C)c1NC(=O)N(C)C[C@H]1Oc2ccc(NC(=O)CCN3CCOCC3)cc2CC(=O)N([C@H](C)CO)C[C@H]1C
 : 1.9 | 4 | -1 | 3
[10] C[C@H](CO)N1C[C@H](C)[C@@H](CN(C)C(=O)C2CC2)Oc2cc(Br)ccc2S1(=O)=O
 : -1.0 | -2 | 4 | /
[11] C[C@H](CO)N1C[C@H](C)[C@H](CN(C)S(=O)(=O)c2cccs2)OCc2cn(nn2)CCCC1=O
 : 0.3 | / | 19 | 5
[12] C[C@@H]1CN([C@@H](C)CO)C(=O)c2ccccc2-c2ccccc2CO[C@@H]1CN(C)S(=O)(=O)c1cccc(F)c1
 : -0.5 | 3 | -72 | -22
[13] COc1ccc(C(=O)N2C[C@@H]3[C@H](c4ccccc42)[C@H](CO)N3Cc2ccccc2)cc1
 : -2.4 | -2 | -5 | 46

(cont.)
nr	structure	GASC1 inh	C diff growth	Pf Dd2 growth	Tcruzi prolif
17	C[C@@H]1CN([C@H](C)CO)S(=O)(=O)c2ccc(C#C[C@@H](C)O)cc2O[C@@H]1CN(C)C(=O)c1ccccc1	-0.6	0	15	8
18	CC(C)NC(=O)Nc1cccc2c1O[C@H](CN(C)C(=O)Nc1ccc(C(F)(F)F)cc1)[C@@H](C)CN([C@@H](C)CO)C2=O	-4.9	-10	2	0
19	COc1ccc(C#Cc2ccc([C@@H]3[C@@H](CO)N4C(=O)CN(C(=O)NC(C)C)C[C@@H]34)cc2)cc1	-0.6	-3	-54	/
20	COc1cccc(C#Cc2ccc([C@H]3[C@@H](CO)N(C(=O)C4CCOCC4)[C@H]3C#N)cc2)c1	1.4	-8	-34	/
21	C[C@@H]1CCCCO[C@@H](CN(C)Cc2ccccc2)[C@H](C)CN([C@H](C)CO)C(=O)c2cc(NS(C)(=O)=O)ccc2O1	-0.2	0	-15	-6
22	C/C=C/c1cnc2c(c1)C(=O)N([C@@H](C)CO)C[C@@H](C)[C@@H](CN(C)Cc1ccccc1)O2	-0.9	8	5	56
23	C[C@H]1CN([C@@H](C)CO)C(=O)c2c(c3ccccc3n2C)-c2ccccc2CO[C@H]1CN(C)C(=O)CCN(C)C	-1.1	-5	-49	1
24	Cc1noc(C)c1NC(=O)Nc1ccc2c(c1)C(=O)N([C@@H](C)CO)C[C@@H](C)[C@@H](CN(C)S(=O)(=O)c1ccc(Cl)cc1)OCCCC[C@@H](C)O2	-1.5	/	-69	72
25	O=C(c1cnccn1)N1CC(=O)N2[C@H](C1)[C@@H](c1ccc(-c3ccc(F)cc3)cc1)[C@@H]2CO	-0.2	-3	-9	/
26	C[C@H](CO)N1C[C@H](C)[C@@H](CN(C)C)Oc2ncc(C#Cc3cccnc3)cc2C1=O	-1.5	-3	-1	21
27	C[C@@H]1CN([C@H](C)CO)C(=O)c2cc(-c3cccnc3)cnc2O[C@@H]1CN(C)C(=O)c1cccc(F)c1	-1.3	4	26	5
28	O=C(NC1CCC1)[C@@H]1[C@@H](CO)[C@@H]2Cn3c(cccc3=O)[C@H]1N2Cc1cc(F)ccc1F	-0.5	/	/	-95
29	C[C@H]1CCCCO[C@H](CN(C)C(=O)c2ccccc2)[C@@H](C)CN([C@@H](C)CO)C(=O)c2cc(NC(=O)NC3CCCCC3)ccc2O1	-0.4	-4	-57	-30
30	C[C@@H]1CN([C@H](C)CO)C(=O)c2cc(-c3cncnc3)cnc2O[C@H]1CN(C)C(=O)c1cccc(F)c1	-0.9	-1	36	-16
31	CN(C)CC#Cc1ccc([C@@H]2[C@H](CO)N3CCCCN(C(=O)C4CCC4)C[C@@H]23)cc1	2.5	13	9	86
32	COCCNC(=O)C[C@H]1C=C[C@H](NC(=O)NC2CCCC2)[C@@H](CO)O1	1.2	/	13	30
33	C[C@H]1CN([C@@H](C)CO)C(=O)c2cccc(NC(=O)Nc3ccccc3)c2O[C@H]1CN(C)C	0.4	3	22	3
34	N#C[C@@H]1[C@H](c2ccc(C#Cc3cccc(F)c3)cc2)[C@@H](CO)N1C(=O)C1CCC1	-2.5	-14	-43	107*
35	Cc1noc(C)c1NC(=O)Nc1ccc2c(c1)C(=O)N([C@H](C)CO)C[C@H](C)[C@@H](CN(C)Cc1ccncc1)OCCCC[C@@H](C)O2	-0.8	-1	65	6
36	O=C(c1cccc(F)c1)N1C[C@@H]2[C@H](c3ccccc31)[C@@H](CO)N2C(=O)C1CCCCC1	-2.5	-1	7	11
37	COc1ccc(NC(=O)N2C[C@H]3[C@@H](c4ccccc42)[C@@H](CO)N3C(=O)C2CC2)cc1	0.9	-4	8	15
38	C[C@H](NC(=O)C[C@@H]1CC[C@@H]2[C@@H](COc3ccc(NS(=O)(=O)c4ccc(Cl)cc4)cc3C(=O)N2C)O1)c1ccccc1	1.7	4	15	30
39	COc1cccc(C(=O)N2C[C@H]3[C@@H](c4ccccc42)[C@H](CO)N3C(=O)c2ccccc2)c1	-1.8	-1	13	-21
40	C[C@@H]1CN([C@H](C)CO)C(=O)c2cccc(NC(=O)c3ccc(-c4nccs4)cc3)c2O[C@H]1CN(C)S(=O)(=O)c1cn(C)cn1	0.4	0	-3	-7
41	C[C@@H]1CN([C@@H](C)CO)C(=O)c2cccc(NC(=O)Nc3ccccc3)c2O[C@H]1CN(C)Cc1ccc(Oc2ccccc2)cc1	/	37	-26	63
42	COc1ccc(-c2ccccc2[C@H]2[C@@H](CO)N(C(=O)C3CCOCC3)[C@H]2C#N)cc1	-0.8	-5	-87*	/
43	COc1ccc(CN(C)C[C@H]2OCCCC[C@H](C)Oc3ccc(NS(=O)(=O)c4ccc(Cl)cc4)cc3C(=O)N([C@H](C)CO)C[C@H]2C)cc1	-0.4	15	?	94
44	O=C(C[C@@H]1C=C[C@@H](NC(=O)c2ccncc2)[C@H](CO)O1)NCc1ccncn1	0.0	1	7	/
45	Cc1noc(C)c1NC(=O)NCC[C@H]1CC[C@@H](NC(=O)c2ccncc2)[C@@H](CO)O1	-0.3	2	-3	-25
46	C/C=C/c1ccc2c(c1)O[C@H](CN(C)C(=O)C1CC1)[C@H](C)CN([C@@H](C)CO)S2(=O)=O	0.0	0	23	-153
47	CO[C@@H]1CN(C)C(=O)c2cc(NC(=O)c3ccccc3)ccc2OC[C@@H](C)N(C(=O)C2CC2)C[C@H]1C	0.4	/	18	65
48	COCc1cn(CC[C@@H]2CC[C@H](NC(=O)Nc3ccccc3)[C@@H](CO)O2)nn1	0.7	-3	4	-9
49	COc1ccccc1CN1[C@@H](CO)[C@@H]2c3ccccc3N(C(=O)c3ccncc3)C[C@@H]21	1.5	-2	5	22
50	Cc1noc(C)c1NC(=O)N(C)C[C@@H]1Oc2ccc(NC(=O)NC(C)C)cc2C(=O)N([C@H](C)CO)C[C@H]1C	-2.3	-5	14	-12
51	C[C@@H]1CN([C@H](C)CO)C(=O)c2cc(NS(=O)(=O)c3ccccc3)ccc2O[C@@H](C)CCCCO[C@H]1CN(C)Cc1ccc(Cl)c(Cl)c1	-0.3	-8	-68	100
52	C[C@H](CO)N1C[C@H](C)[C@@H](CN(C)S(=O)(=O)c2ccc(Oc3ccccc3)nc2)OCc2cn(nn2)CCCC1=O	-1.7	-1	32	/
53	CCCNC(=O)N1CC2(CN(Cc3ccccn3)C2)c2c(n(C)c3cc(OC)ccc23)[C@H]1CO	0.3	-6	-33	/
54	CC(C)CC#Cc1ccc2c(c1)O[C@H](CN(C)C(=O)Cc1ccccc1)[C@H](C)CN([C@@H](C)CO)S2(=O)=O	3.1	1	-31	121*
55	CCC(=O)Nc1ccc2c(c1)C(=O)N(C)[C@@H]1CC[C@H](CC(=O)N[C@H](C)c3ccccc3)O[C@@H]1CO2	0.8	-8	-7	9
56	COc1ccc(NC(=O)N(C)C[C@@H]2Oc3ccc(N(C)C)cc3C(=O)N([C@@H](C)CO)C[C@@H]2C)cc1	7.5	1	-8	32
57	C[C@H]1CCCCO[C@H](CN(C)S(C)(=O)=O)[C@@H](C)CN([C@@H](C)CO)C(=O)c2cc(NC(=O)c3ccncc3)ccc2O1	3.3	9	-12	72
58	COc1ccc(S(=O)(=O)N(C)C[C@H]2Oc3ccc(NC(=O)Nc4ccc5c(c4)OCO5)cc3C(=O)N([C@@H](C)CO)C[C@H]2C)cc1	-0.3	9	-1	8
59	O=C(C[C@@H]1C=C[C@H](NC(=O)CCN2CCCCC2)[C@@H](CO)O1)Nc1ccc(-c2ccccc2)cc1	-1.5	/	-8	-23
60	C[C@H]1CN([C@@H](C)CO)C(=O)c2cc(C#CC3CC3)cnc2O[C@H]1CN(C)C(=O)Nc1ccc(F)cc1	0.6	1	2	-33
61	CCNC(=O)C[C@H]1CC[C@@H]2[C@H](COC[C@@H](O)CN2C(=O)CC)O1	0.4	/	13	33
62	CCNC(=O)C[C@H]1CC[C@@H]2[C@H](COc3ccc(NC(=O)c4cc(C)on4)cc3C(=O)N2C)O1	0.3	11	-5	26
63	COc1ccc(S(=O)(=O)N(C)C[C@H]2Oc3c(NC(=O)Nc4ccccc4)cccc3C(=O)N([C@@H](C)CO)C[C@H]2C)cc1	1.9	/	-90*	47
